High-throughput results from PubChem BioAssay.
DENV2 CPE rescue: inhibitors of DENV2 cytopathic effect, primary screen, cell-based, plate reader, single concentration; DENV2-infected cells, cytopathic effect rescue; CPE inhibition, % at 9.99 µM; hit rate 1.7% among 350,000; AID 651640, 2012; in the data active means CPE inhibition above about 20%, passing the limit was not always enough; tested in BHK-21 cells;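 further: 0% = median of neutral control wells and 100% = median of positive control wells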
RAD52 inh: RAD52 DNA annealing inhibitors, primary screen, biochemical, FRET, single point, set 2. DNA repair protein RAD52 homolog (Homo sapiens), P43351. recombinant RAD52 DNA annealing, FRET fluorescence. inhibition, % at 18.7 µM. hit rate 0.46% among 360,000;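 active means every replicate showing at least 50% inhibition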
Target sequence (P43351 whole entry, looked up): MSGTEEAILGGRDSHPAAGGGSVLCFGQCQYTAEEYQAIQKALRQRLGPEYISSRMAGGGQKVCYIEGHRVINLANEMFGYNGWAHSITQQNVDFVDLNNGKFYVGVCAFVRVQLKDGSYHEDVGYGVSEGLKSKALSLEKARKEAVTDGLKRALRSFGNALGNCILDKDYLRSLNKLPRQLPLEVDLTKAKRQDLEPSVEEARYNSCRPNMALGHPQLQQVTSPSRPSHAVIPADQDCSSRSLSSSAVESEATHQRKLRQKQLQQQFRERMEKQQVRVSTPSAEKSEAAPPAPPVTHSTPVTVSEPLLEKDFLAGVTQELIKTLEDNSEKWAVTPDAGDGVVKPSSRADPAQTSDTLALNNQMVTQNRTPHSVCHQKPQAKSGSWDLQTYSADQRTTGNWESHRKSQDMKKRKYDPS
CFTR F508del cor: F508del CFTR correction, initial screen, CFBE line, single point. CFBE cells, YFP halide quenching; stimulated with forskolin plus potentiator P3; % fluorescence drop versus neutral controls. hit rate 0.36% among 350,000. activity (quench increase), % at 7.58 µM. AID 720511, 2013;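 active means mean added fluorescence quench of at least 8% versus neutral control, with both replicates also reaching 8%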;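 further: cells transiently co-express mutant CFTR-F508del with the halide-sensitive YFP; corrector assay measuring rescue of mutant channel to the surface after 24 h compound exposure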
Casp6 inh: human caspase-6 inhibitors, primary screen, biochemical, VEID-R110 fluorescence, single point, set 2; purified caspase-6, Z-VEID-R110 cleavage fluorescence; P55212; inhibition, % at 12.5 µM; hit rate 0.53% among 350,000;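 active means mean inhibition across replicates at least about 35%, with every replicate also reaching that limit, limit read from the data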;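 further: 0% = median of neutral control wells and 100% = no fluorescence left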
RAD54 inh: inhibitors of human RAD54 branch migration, primary screen, biochemical, fluorescence, single point | DNA repair and recombination protein RAD54-like (Homo sapiens), Q92698 | RAD54 Holliday junction branch migration, FAM/BHQ fluorescence | inhibition, % at 10.4 µM | hit rate 0.14% among 360,000 | AID 602329, 2012;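 active means mean normalized replicate activity at least 40 and at least half of replicates scoring 40 or more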;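 further: 0% = median of neutral control wells and 100% = median of positive control wells; inhibitors cause a drop in the FAM fluorescence signal; in these data hits start at about 50%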
GSIS activator: GLuc luminescence reporter in INS-1E cells, primary screen for activators of glucose-dependent secretion of insulin; INS-1E GLuc reporter insulin secretion, 2-3 h; activation, % at 16.6 µM; hit rate 0.61% among 370,000; AID 743287, 2014;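 active means lowest replicate activation of at least 40%, so every replicate reaches that level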;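 further: 0% = median of neutral control wells and 100% = median of IBMX positive control wells; some compounds called inactive have numbers as strong as hits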
E-sel inducer: E-selectin induction in HUVECs, primary screen, imaging, HUVEC, immunofluorescence imaging, single point. P16581. normalized: neutral wells 0, TNF-alpha wells 100. activation, % at 7.58 µM. hit rate 0.37% among 260,000. AID 686992, 2013;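 active means mean E-selectin-positive cell signal at least 10% of the positive control, reached in at least 60% of replicates, without over 20% cell loss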;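 further: in these data hits start at about 27%; measured in HUVEC primary endothelial cells; signal is the percent of cells scored E-selectin positive by PE staining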
Target sequence (P16581 whole entry, looked up): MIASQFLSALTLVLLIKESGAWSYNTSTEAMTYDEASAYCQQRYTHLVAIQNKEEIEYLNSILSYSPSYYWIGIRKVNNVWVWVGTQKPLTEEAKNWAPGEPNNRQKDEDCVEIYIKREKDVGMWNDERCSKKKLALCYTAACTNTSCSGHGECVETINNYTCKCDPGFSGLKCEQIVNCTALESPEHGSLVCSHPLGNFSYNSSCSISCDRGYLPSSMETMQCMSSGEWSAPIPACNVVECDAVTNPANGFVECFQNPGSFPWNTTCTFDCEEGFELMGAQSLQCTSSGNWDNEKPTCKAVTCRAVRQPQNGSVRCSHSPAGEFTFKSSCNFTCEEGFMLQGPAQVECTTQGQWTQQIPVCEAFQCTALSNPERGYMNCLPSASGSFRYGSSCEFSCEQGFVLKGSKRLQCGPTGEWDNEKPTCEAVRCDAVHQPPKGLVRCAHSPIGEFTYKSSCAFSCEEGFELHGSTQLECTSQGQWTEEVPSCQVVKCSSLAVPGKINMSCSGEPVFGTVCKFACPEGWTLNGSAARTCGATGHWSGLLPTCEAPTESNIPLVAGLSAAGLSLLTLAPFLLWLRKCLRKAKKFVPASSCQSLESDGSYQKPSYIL
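Test system: HUVEC; input: 3,000 HUVEC/well; measured by: immunofluorescence imaging; read-out: % PE-positive cells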
XiGFP reactiv: activators of inactive X chromosome reactivation, primary screen, imaging, XiGFP fibroblasts, GFP high-content imaging, set 2 | AID 743238, 2013 | activation, % at 7.58 µM | hit rate 0.055% among 360,000 | XiGFP mouse fibroblasts, % GFP-positive cells imaging, 3 d; cells co-treated with 5-aza-dC sensitizer; scaled so ellipticine positive control = 100%;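 active means mean normalized replicate activation at least 10% and every replicate at or above 10%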;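 further: 0% = median of on-plate neutral control wells and 100% = ellipticine 6 µM median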
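System: 68-5-11 XiGFP fibroblast line | Buffer or medium: DMEM containing 5-aza-dC | Compound: Single point | Times: Compounds 3 days, fix/stain 15 min at room temperature | Benchmarks: Positive control ellipticine, 6 µM final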
Starred values were filed as active, the others as inactive; & = joins results of further samples.

For C[C@@H]1CN([C@@H](C)CO)C(=O)Cc2cc(NC(=O)Nc3cccc4ccccc34)ccc2O[C@@H]1CN(C)S(=O)(=O)c1ccc(F)cc1 the results were DENV2 CPE rescue -14.4, RAD52 inh 11.9, CFTR F508del cor 2.3, Casp6 inh 3.0, RAD54 inh -1.9, GSIS activator -25.7, E-sel inducer 3.7 and XiGFP reactiv 0.1.
COc1cc(/C=C2\CC(C(C)(C)C)C/C(=C\c3cc(OC)c(OC)c(OC)c3)C2=O)cc(OC)c1OC (configuration not stated) was read as DENV2 CPE rescue -2.4, RAD52 inh -40.5, CFTR F508del cor -4.8, Casp6 inh -4.3, RAD54 inh 3.6, GSIS activator -18.6, E-sel inducer -0.3 and XiGFP reactiv 1.0.
For COc1ccc(N(CC(=O)Nc2cc(OC)ccc2OC)S(=O)(=O)c2c(C)nn(C)c2C)cc1 the results were DENV2 CPE rescue 2.8, RAD52 inh -9.2, CFTR F508del cor 3.6, Casp6 inh 0.8, RAD54 inh -11.1, GSIS activator -35.0, E-sel inducer 0.2 and XiGFP reactiv -0.1.
`O=C(NCC[C@@H]1CC[C@H](NS(=O)(=O)c2cccc(F)c2)[C@@H](CO)O1)C1CCCCC1` gave DENV2 CPE rescue -0.6, RAD52 inh 9.0, CFTR F508del cor 0.3, Casp6 inh -0.1, RAD54 inh 1.4, GSIS activator -4.5, E-sel inducer -0.1 and XiGFP reactiv 0.1.
`C[C@H](CO)N1C[C@H](C)[C@@H](CN(C)C(=O)Nc2ccc3c(c2)OCO3)Oc2c(NC(=O)C3CC3)cccc2C1=O` gave DENV2 CPE rescue 10.4&-6.4, RAD52 inh -7.7&-10.1, CFTR F508del cor 0.0&-0.4, Casp6 inh 1.4&-4.6, RAD54 inh 3.6&-12.9, GSIS activator 2.4&4.2, E-sel inducer -0.1&-0.7 and XiGFP reactiv 0.1&0.4.
`CN(C)S(=O)(=O)Nc1cccc(Br)c1` gave DENV2 CPE rescue 0.2, RAD52 inh -2.1, CFTR F508del cor 0.5, Casp6 inh -4.7, GSIS activator 1.2, E-sel inducer 5.0 and XiGFP reactiv 0.0.
CC(C)(C)c1nnc(NC(=O)CCS(=O)(=O)c2ccccc2)s1 was read as DENV2 CPE rescue -1.5, RAD52 inh -13.0, CFTR F508del cor 0.3, Casp6 inh 16.0, RAD54 inh 2.5, GSIS activator -7.6 and XiGFP reactiv 0.1.
O=S(=O)(c1ccc(F)cc1)N1CCCCN2[C@H](CO)[C@H](c3ccc(-c4ccccc4)cc3)[C@@H]2C1 was read as DENV2 CPE rescue -3.4, RAD52 inh -18.1, CFTR F508del cor 5.9, Casp6 inh -2.8, RAD54 inh 2.0, GSIS activator 0.4, E-sel inducer -0.8 and XiGFP reactiv -0.1.
For CC1(C(=O)NS(=O)(=O)C2CC2)CCCN(C(=O)c2cccc(OC(F)(F)F)c2)C1 (configuration not stated) the results were DENV2 CPE rescue -3.7, RAD52 inh -7.0, CFTR F508del cor -2.9, Casp6 inh -0.5, RAD54 inh 9.7 and XiGFP reactiv 0.0.
For COC(=O)C1=C(C)NC(=O)NC1c1ccc(-c2ccc(F)cc2)o1 (configuration not stated) the results were DENV2 CPE rescue 0.6, RAD52 inh -34.6, CFTR F508del cor 1.0, Casp6 inh -1.6, RAD54 inh -5.1, GSIS activator 5.6 and XiGFP reactiv 0.2.

Continued; it opens with the 2 that closed the last part.
For CC1(C(=O)NS(=O)(=O)C2CC2)CCCN(C(=O)c2cccc(OC(F)(F)F)c2)C1 (configuration not stated) the results were DENV2 CPE rescue -3.7, RAD52 inh -7.0, CFTR F508del cor -2.9, Casp6 inh -0.5, RAD54 inh 9.7 and XiGFP reactiv 0.0.
For COC(=O)C1=C(C)NC(=O)NC1c1ccc(-c2ccc(F)cc2)o1 (configuration not stated) the results were DENV2 CPE rescue 0.6, RAD52 inh -34.6, CFTR F508del cor 1.0, Casp6 inh -1.6, RAD54 inh -5.1, GSIS activator 5.6 and XiGFP reactiv 0.2.
For CCC(=O)N1C[C@H](C)[C@@H](OC)CN(C)C(=O)c2ccc(NC(=O)C3CCOCC3)cc2OC[C@@H]1C the results were DENV2 CPE rescue -4.2, RAD52 inh -7.7, CFTR F508del cor 0.5, Casp6 inh -0.2, GSIS activator -2.3, E-sel inducer -0.1 and XiGFP reactiv 0.7.
`COC(=O)C(C)N1CCC(=O)c2ccccc2S1(=O)=O` (configuration not stated) gave CFTR F508del cor 0.5, RAD54 inh -7.2, GSIS activator 23.3, E-sel inducer 1.0 and XiGFP reactiv 0.0.
`CCOCCCN1C(=O)C(=O)N(CC(=O)N2c3ccccc3NC(=O)CC2C)C1=O` (configuration not stated) gave DENV2 CPE rescue 15.1, RAD52 inh -9.1, CFTR F508del cor 0.7, Casp6 inh 1.6, RAD54 inh -10.5, GSIS activator 9.7, E-sel inducer -0.3 and XiGFP reactiv 0.0.
O=c1[nH]c2ccc([N+](=O)[O-])cc2nc1/C=C(\O)c1ccccc1 was read as DENV2 CPE rescue 5.7, RAD52 inh -87.5, CFTR F508del cor -2.3, Casp6 inh 6.9, GSIS activator -9.7, E-sel inducer -0.1 and XiGFP reactiv 0.6.
For Cn1c(-c2sc3cc(C(F)(F)F)cnc3c2-c2cccs2)n[nH]c1=S the results were DENV2 CPE rescue -3.8, RAD52 inh -20.0, CFTR F508del cor 3.1, Casp6 inh 3.4, GSIS activator -1.0 and XiGFP reactiv 0.0.
Screening Oc1ccc(Br)cc1CNc1cccc2cccnc12 returned DENV2 CPE rescue 0.4, RAD52 inh -6.9, CFTR F508del cor -6.6, Casp6 inh 3.2, RAD54 inh 11.8, GSIS activator -10.0, E-sel inducer 0.1 and XiGFP reactiv 0.1.
`C[C@@H]1CN([C@H](C)CO)C(=O)c2cc(NC(=O)c3ccncc3)ccc2O[C@H]1CN(C)Cc1ccc(C(=O)Nc2ccccc2N)cc1` gave DENV2 CPE rescue -2.9, RAD52 inh 4.3, CFTR F508del cor -1.6, Casp6 inh -1.9, GSIS activator 18.5, E-sel inducer 0.2 and XiGFP reactiv -1.2.
Oc1ccc(C[C@@H]2CNCCN2CC2CCCCC2)cc1 was read as DENV2 CPE rescue -6.4, RAD52 inh -9.7, CFTR F508del cor -0.9, Casp6 inh 1.9, RAD54 inh 6.8, GSIS activator -8.1, E-sel inducer 0.0 and XiGFP reactiv 0.3.
For CO[C@@H]1CN(C)C(=O)c2ccc(NC(=O)c3cc(C)on3)cc2OC[C@@H](C)N(C(C)=O)C[C@H]1C the results were DENV2 CPE rescue 11.5, RAD52 inh -5.1, CFTR F508del cor 1.1, Casp6 inh -0.5, RAD54 inh 5.6, GSIS activator -3.5, E-sel inducer -0.1 and XiGFP reactiv 0.1.
`COc1cc(NC(=O)Nc2c(C)n(C)n(-c3ccccc3)c2=O)cc(OC)c1OC` gave DENV2 CPE rescue -0.2, RAD52 inh 12.7, CFTR F508del cor -2.4, Casp6 inh 1.1, RAD54 inh 1.4, GSIS activator 2.6, E-sel inducer 0.0 and XiGFP reactiv 0.0.
Screening CCNC(=O)C[C@H]1CC[C@@H]2[C@H](COc3ccc(NC(=O)Cc4ccccc4)cc3C(=O)N2C)O1 returned DENV2 CPE rescue -2.5, RAD52 inh 0.1, CFTR F508del cor 3.9, Casp6 inh 0.4, RAD54 inh 5.8, GSIS activator -0.4, E-sel inducer -0.1 and XiGFP reactiv -0.1.
`CCN(CC)c1ccc(S(=O)(=O)N2CCCCC2)cc1NC(=O)CN1C(=O)NC2(CCCC2)C1=O` gave DENV2 CPE rescue -7.4, RAD52 inh -4.4, CFTR F508del cor -3.1, Casp6 inh 4.6, RAD54 inh -3.1, GSIS activator -46.0, E-sel inducer -0.3 and XiGFP reactiv 0.2.
For COc1ccc(/C=C2/C(=O)C(C)(C(C)C)CCC2C)cc1 (configuration not stated) the results were DENV2 CPE rescue -6.6, RAD52 inh -3.8, CFTR F508del cor -3.0, Casp6 inh -5.1, RAD54 inh -8.2, GSIS activator -11.8 and XiGFP reactiv 0.0.
For O=C(NCc1ccccc1)[C@H]1CCCN1C(=O)[C@H]1CCCN1C(=O)c1cccc(F)c1 the results were DENV2 CPE rescue 5.4, RAD52 inh -11.6, CFTR F508del cor -2.1, Casp6 inh -0.2, GSIS activator 5.8, E-sel inducer -0.1 and XiGFP reactiv -0.1.
C=CCNC(=S)N1N=C(c2ccco2)CC1c1ccco1 (configuration not stated) was read as DENV2 CPE rescue 6.1, RAD52 inh -33.8, CFTR F508del cor -3.3, Casp6 inh 3.3, RAD54 inh -2.8, GSIS activator -11.5 and XiGFP reactiv 0.1.
`Cc1cc(C)n2nc(-c3ccccc3)c(-c3ccccc3)c2n1` gave DENV2 CPE rescue 19.9, RAD52 inh -10.8, CFTR F508del cor -2.8, Casp6 inh 1.2, RAD54 inh -1.5, GSIS activator 3.4 and XiGFP reactiv 0.0.
COc1ccc(S(=O)(=O)N2CCCCC2)cc1NC(=O)CN(Cc1ccco1)Cc1ccco1 was read as DENV2 CPE rescue -0.8, RAD52 inh -42.4, CFTR F508del cor 4.5, Casp6 inh 0.0, RAD54 inh 6.8, GSIS activator -7.6, E-sel inducer -0.1 and XiGFP reactiv 0.1.
CO[C@H]1CN(C)C(=O)c2ccc(NC(=O)Nc3c(C)noc3C)cc2OC[C@H](C)N(C)C[C@H]1C was read as DENV2 CPE rescue -8.5, RAD52 inh -14.1, CFTR F508del cor -0.5, Casp6 inh 2.3, RAD54 inh 4.4, GSIS activator 24.4, E-sel inducer -0.3 and XiGFP reactiv -0.2.
For Cn1c(O)c(C=Nc2ccc(Br)cc2)sc1=O the results were RAD52 inh -2.8, CFTR F508del cor 0.4, Casp6 inh 1.5, GSIS activator -6.6 and XiGFP reactiv 0.0.
O=C(C1CCCN(S(=O)(=O)c2ccc(F)cc2)C1)N1CCOCC1 (configuration not stated) was read as DENV2 CPE rescue 13.2, RAD52 inh -0.1, CFTR F508del cor 0.7, Casp6 inh 0.1, RAD54 inh -3.0, GSIS activator 2.8 and XiGFP reactiv 0.0.
Screening CC1([N+](=O)[O-])COC(c2cccc3ccccc23)OC1 (configuration not stated) returned DENV2 CPE rescue 4.4, RAD52 inh -11.8, CFTR F508del cor 0.0, Casp6 inh -4.0, RAD54 inh 10.1, GSIS activator -7.4, E-sel inducer 0.0 and XiGFP reactiv 0.0.
COc1cccc(C(NC(C)=O)c2nc(-c3cccc(C#N)c3)cs2)c1 (configuration not stated) was read as DENV2 CPE rescue -1.9, RAD52 inh -11.3, CFTR F508del cor -0.3, Casp6 inh 1.1, RAD54 inh 0.3, GSIS activator -27.1, E-sel inducer -0.1 and XiGFP reactiv 0.1.
Screening O=C1NCCN(C(=O)CCc2nnc(-c3ccsc3)o2)C1c1ccc(F)cc1 (configuration not stated) returned DENV2 CPE rescue -5.8, RAD52 inh -6.1, CFTR F508del cor 2.1, Casp6 inh -0.4, GSIS activator -15.7 and XiGFP reactiv 0.0.
`O=C(Nc1nc(-c2ccc(Cl)cc2)cs1)C1CCCO1` (configuration not stated) gave DENV2 CPE rescue -0.8, RAD52 inh -15.5, CFTR F508del cor -0.5, Casp6 inh 1.4, RAD54 inh -1.5, GSIS activator -18.0 and XiGFP reactiv 0.0.
Screening COc1ccc(CCNCC(=O)Nc2ccccc2C(F)(F)F)cc1 returned DENV2 CPE rescue 0.1, RAD52 inh -11.4, CFTR F508del cor -0.7, Casp6 inh 3.1, GSIS activator -11.4 and XiGFP reactiv 0.0.
